Assay outcomes: PubChem BioAssay, National Center for Advancing Translational Sciences (NCATS)
POLI inh: blocks human DNA polymerase iota activity; Potency, µM (titrated, usually from 115 µM), inactives show at the highest dose activity, negative = inhibition, most hits filed as inhibitors; actives 1% (n = 390,000); Q9UNA4; Pol iota fluorescent replication assay, 10 min
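Pol iota at 10 nM preincubated 15 min with compounds at room temperature; reaction started with fluorescent substrate, 50 nM final. Fluorescence read kinetically at 0 and 10 min; buffer-only wells as negative control.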
POLK inh: inhibitors of human DNA polymerase kappa | Q9UBT6 | purified Pol kappa, fluorescent DNA synthesis assay, 10 min | Potency, µM (highest dose often 107 µM), for the others: at the highest dose activity, negative = inhibition, most hits filed as inhibitors | actives 0.53% (n = 400,000) | AID 588579; further: on the % scale 0 is the no-effect control and ±100 the full control effect
Target sequence (Q9UBT6 whole entry, looked up): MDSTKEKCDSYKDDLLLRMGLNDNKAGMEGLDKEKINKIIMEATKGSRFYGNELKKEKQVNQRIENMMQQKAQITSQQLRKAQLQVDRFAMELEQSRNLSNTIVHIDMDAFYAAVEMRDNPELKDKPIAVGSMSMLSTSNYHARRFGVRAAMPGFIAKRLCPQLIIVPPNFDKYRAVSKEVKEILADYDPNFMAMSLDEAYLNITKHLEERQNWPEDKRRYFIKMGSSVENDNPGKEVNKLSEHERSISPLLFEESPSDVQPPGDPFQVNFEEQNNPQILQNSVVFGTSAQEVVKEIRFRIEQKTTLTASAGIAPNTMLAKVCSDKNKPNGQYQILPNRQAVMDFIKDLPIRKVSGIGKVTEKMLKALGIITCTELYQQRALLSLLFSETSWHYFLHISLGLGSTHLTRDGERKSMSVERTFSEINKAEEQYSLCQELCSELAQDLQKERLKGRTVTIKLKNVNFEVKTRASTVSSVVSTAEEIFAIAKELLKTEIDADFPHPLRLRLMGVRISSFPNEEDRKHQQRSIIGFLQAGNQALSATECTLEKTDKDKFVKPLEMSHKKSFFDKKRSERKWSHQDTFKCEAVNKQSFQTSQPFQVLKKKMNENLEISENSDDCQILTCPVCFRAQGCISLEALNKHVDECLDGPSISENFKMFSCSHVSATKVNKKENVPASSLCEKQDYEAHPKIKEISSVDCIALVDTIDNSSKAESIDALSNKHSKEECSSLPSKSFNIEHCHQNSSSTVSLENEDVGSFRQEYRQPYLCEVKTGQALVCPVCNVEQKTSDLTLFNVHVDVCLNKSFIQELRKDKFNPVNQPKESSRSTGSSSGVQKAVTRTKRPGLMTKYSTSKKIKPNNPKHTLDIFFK
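Activity was followed as the change in fluorescence between reads at 0 and 10 min after starting the reaction with 50 nM substrate. Beforehand, 10 nM polymerase had been preincubated with compound for 15 min at room temperature.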
Pol eta inh: inhibitors of human DNA polymerase eta | Q9Y253 | recombinant Pol eta, fluorescent DNA replication assay | Potency, µM (top dose mostly 114 µM), for inactives: at the top dose activity change, negative = inhibition, actives largely listed as inhibitors | actives 1.2% (n = 390,000); further: on the % scale 0 is the no-effect control and ±100 the full control effect
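Pol eta (10 nM) was preincubated with compounds for 15 min at room temperature, after which fluorescent replication substrate (50 nM final) was added to start the reaction. Fluorescence was read kinetically at 0 and 10 min.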
APE1 inh: inhibitors of human APE1 endonuclease. P27695. recombinant APE1, TAMRA/BHQ-2 abasic DNA cleavage fluorescence. Potency, µM (top dose mostly 65.8 µM), for the others: top-dose activity change, negative = inhibition, actives largely listed as inhibitors. actives 0.35% (n = 350,000). AID 2517;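 further: plate controls were vehicle for no effect and reference inhibitor for full effect; nearly all actives have a fitted effect of over 55% in size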
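Step 1: APE1 (0.75 nM) with compound, 15 min RT. Step 2: add 50 nM fluorophore/quencher THF duplex. Step 3: three fluorescence reads 60 s apart (525/598 nm); read 3 minus read 1 = reaction progress.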
G9a block: inhibitors of human histone lysine methyltransferase G9a; G9a H3K9 monomethylation, AlphaScreen, 2 h; Potency, µM (titrated, usually from 102 µM), for the others: at the top dose activity, negative = inhibition, actives largely listed as inhibitors; actives 8.8% (n = 350,000); further: on the % scale 0 is the no-effect control and ±100 the full control effect; nearly all actives have a fitted effect of over 75% in size
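G9a (20 nM) was preincubated 15 min with compound, then reacted 2 h at room temperature with 500 nM biotin-H3K9 peptide and 20 µM SAM. Monomethyl-H3K9 detected by AlphaScreen using anti-H3K9me1 antibody.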
Anesthetic bind: binds horse apoferritin like a general anesthetic; apoferritin/1-aminoanthracene competitive binding, fluorescence; Potency, µM (top dose mostly 77.5 µM), inactives show top-dose activity change, negative = displacement, actives largely listed as inhibitors; actives 0.074% (n = 350,000); further: on the % scale 0 is the no-effect control and ±100 the full control effect; nearly all actives have a fitted effect of over 20% in size
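In PBS, apoferritin at 10 uM is loaded with 1-AMA from a 50% saturated solution. After 10 min of compound exposure at ambient temperature, reduced 535 nm fluorescence indicates probe displacement.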
BAZ2B inh: inhibitors of human BAZ2B bromodomain | AlphaScreen BAZ2B-H3K14Ac peptide displacement | AID 504333 | Q9UIF8 | actives 4.4% (n = 360,000) | Potency, µM (series often up to 114 µM), for inactives: at the highest dose activity change, negative = inhibition, usual class: inhibitors; further: on the % scale 0 is the no-effect control and ±100 the full control effect; nearly all actives have a fitted effect of over 60% in size
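Multi-concentration screen (max 110 uM) measuring displacement of acetylated histone H3 peptide from BAZ2B by AlphaScreen, using 50 nM protein, 50 nM peptide and 10 ug/mL streptavidin donor plus Ni-chelate acceptor beads.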
BLM inh: blocks DNA unwinding by human BLM helicase | P54132 | Potency, µM (doses to about 56.1 µM), inactives show at the top dose activity change, negative = inhibition, actives largely listed as inhibitors | recombinant BLM DNA unwinding, fluorescence dequenching | actives 0.2% (n = 350,000);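 further: plate controls were vehicle for no effect and no enzyme for full effect; nearly all actives have a fitted effect of over 35% in size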
POLB inh: blocks human DNA polymerase beta activity; Potency, µM (top dose mostly 114 µM), for the others: top-dose activity change, negative = inhibition, hits mostly inhibitors; Pol beta primer extension/strand displacement, fluorescence kinetic; P06746; actives 1.3% (n = 340,000); further: on the % scale 0 is the no-effect control and ±100 the full control effect
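Pol beta (10 nM) was preincubated with compound for 15 min at room temperature. The reaction was then started with 50 nM substrate and read immediately and after a further 10 min at room temperature.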
* hit, by the source's call; ? = inconclusive; / = not tested or not shown; & = joins results of further samples; [ ] = remark or other dose. The call rests on the fitted dose curve; in most records, active means well fitted curve in the direction sought with a large enough effect; inconclusive means small, poorly fitted or top-dose-only effect, or another doubt; inactive means no such curve, though single readings can be large; an effect the other way counts as inactive or inconclusive. Potency means the concentration at half of the fitted maximal effect.

Codes: A = POLI inh; B = POLK inh; C = Pol eta inh; D = APE1 inh; E = G9a block; F = Anesthetic bind; G = BAZ2B inh; H = BLM inh; I = POLB inh
1	COc1ccc(C2C(O)C(c3c[nH]c4ccccc34)=NN2C(=O)CCl)cc1 (centres undefined)
  A: ?	B: 2%	C: -29%	D: 25%	E: ?	F: -4%	G: -32%	H: -15%	I: 7%

2	COc1ccc(C2OC34CCCCC3C(C#N)(C#N)C2(C#N)C(=N)O4)cc1 (centres undefined)
  A: 5%	B: -16%	C: ?	D: 2%	E: 50µM*	F: 246%[activator]	G: -34%	H: -3%	I: -5%

3	CCCCNC(=O)C1CCC(CNS(=O)(=O)c2cccc3nsnc23)CC1 (centres undefined)
  A: 36%[activator]	B: 13%	C: -2%	D: 66%[activator]	E: 2%	F: -1%	G: -32%	H: -1%	I: 11%

4	O=C(CN1CCOCC1)Nc1ccc(S(=O)(=O)NC2CCCCC2)cc1
  A: -4%	B: 2%	C: -3%	D: 4%	E: -7%	F: -6%	G: 12%	H: 3%	I: -9%

5	Cn1c(=O)c2c(nc(NCc3ccco3)n2Cc2ccc(Cl)cc2Cl)n(C)c1=O
  A: -17%	B: -15%	C: ?	D: 5%	E: ?	F: -12%	G: ?	H: -11%	I: ?

6	COc1ccc2c(c1)C1NC(=S)NC(C)(O2)C1C(=O)Nc1ccccc1C (centres undefined)
  A: 17%	B: -8%	C: 6%	D: 0%	E: -9%[2.33 µM]	F: -16%	G: 1%	H: 2%	I: 15%

7	O=C(NCCc1ccc(F)cc1)N[C@@H](Cc1ccccc1)C(=O)O
  A: -6%	B: 11%	C: 2%	D: -7%	E: 5%	F: -6%	G: 3%	H: -4%	I: 60%

8	COc1ccc(CN(Cc2cccn2C)C(=O)c2cc3cc(OC)ccc3[nH]2)cc1
  A: 138%[activator]	B: -14%	C: -5%	D: -7%	E: 50µM*	F: -10%	G: ?	H: -12%	I: 7%

9	Cc1c(C(=O)NCc2ccccc2Cl)oc2c1C(=O)CCC2
  A: /	B: /	C: /	D: 13%	E: ?	F: -20%	G: -4%	H: -3%	I: -6%

10	O=C(CSc1ccc2nnc(-c3ccc(Cl)cc3)n2n1)N1CCCC1
  A: -12%	B: 0%	C: -4%	D: 5%	E: 35µM*	F: 0%	G: 10%	H: 3%	I: 1%

More results:
Codes: A = POLI inh; B = POLK inh; C = Pol eta inh; D = APE1 inh; E = G9a block; F = Anesthetic bind; G = BAZ2B inh; H = BLM inh; I = POLB inh
11	O=C(NC1CCS(=O)(=O)C1)c1cccs1 (centres undefined)
  A: 1%	B: -4%	C: -17%	D: -3%	E: 16%	F: 11%	G: 1%	H: -1%	I: 38%

12	Cn1sc(NC(=O)c2ccccc2Cl)nc1=O
  A: 21%	B: -4%	C: -2%	D: -3%	E: ?	F: -10%	G: -1%	H: 1%	I: 20%

13	CCOc1ccc(N2C(=O)CC(NCc3ccc(S(N)(=O)=O)cc3)C2=O)cc1 (centres undefined)
  A: 14%	B: 5%	C: -36%	D: 4%	E: -35%	F: -4%	G: -2%	H: -2%	I: -13%

14	Cn1c(SCC(=O)Nc2nc3ccccc3s2)ncc(C(=O)Nc2ccc(Cl)cc2)c1=O
  A: 24%	B: -8%[60.1 µM]	C: -14%	D: /	E: -5%[59 µM]	F: -10%	G: -4%	H: -1%	I: 4%

15	O=C(CCSCc1ccccc1Cl)N1CCN(c2cccc(Cl)c2)CC1
  A: -3%&-1%	B: -5%[60.1 µM]	C: -16%&-9%	D: 8%	E: -6%[59 µM]	F: 46%&159%[activator]	G: 20%&2%	H: -9%&-10%	I: 22%&1%

16	CCN(C[C@H]1N[C@@](CC)(C(=O)OC)[C@H]2C(=O)N(Cc3ccccc3)C(=O)[C@@H]12)S(=O)(=O)c1ccc(-c2ccccc2)cc1
  A: -19%	B: -6%	C: -5%	D: 15%	E: /	F: /	G: /	H: /	I: /

17	COc1ccc(CCNC(=O)CCCCC(=O)NCCc2ccc(OC)cc2)cc1
  A: -8%	B: 11%	C: -8%	D: 2%	E: 18%	F: -12%	G: -1%	H: -3%	I: 13%

18	COCCNC(=O)/C(C#N)=C/c1ccc(N2CCOCC2)o1
  A: 17%	B: -6%	C: -17%	D: 18%	E: ?	F: -4%	G: -8%	H: -1%	I: -1%

19	Cc1nn(Cc2ccccc2)c(C)c1C(=O)OCC(=O)c1cc(C)n(C2CC2)c1C
  A: ?	B: -10%	C: -17%	D: 4%	E: -14%[59 µM]	F: -15%	G: ?	H: -9%	I: ?

20	COc1ccc(CCNC(=O)c2c(C)oc3ncn(CC(C)C)c(=O)c23)c(OC)c1
  A: -3%	B: -1%	C: -19%	D: /	E: -6%[59 µM]	F: -10%	G: 3%[57.1 µM]	H: 1%	I: -1%

Next part.
Codes: A = POLI inh; B = POLK inh; C = Pol eta inh; D = APE1 inh; E = G9a block; F = Anesthetic bind; G = BAZ2B inh; H = BLM inh; I = POLB inh
21	O=C(CCCCCNc1nc(=S)[nH]c2ccccc12)NCCc1c[nH]c2ccccc12
  A: -16%	B: -6%	C: -16%	D: -3%	E: -2%	F: -9%	G: ?	H: -14%	I: 23%

22	CC(=O)OCC(=O)[C@@]1(O)CC[C@H]2[C@@H]3CCC4=CC(=O)C=C[C@]4(C)[C@@]3(Cl)[C@@H](Cl)C[C@@]21C
  A: 2%	B: -8%	C: -19%	D: -2%	E: 4%[59 µM]	F: -1%	G: 0%	H: -1%	I: ?

23	CCOc1ccccc1CNCCNCC(C)O (centres undefined)
  A: 9%	B: 15%	C: -1%	D: 5%	E: ?	F: -5%	G: -18%	H: 0%	I: 16%

24	O=C(CN1C(=O)c2ccccc2C1=O)Nc1cc([N+](=O)[O-])ccc1O
  A: -3%	B: -1%	C: -11%	D: 3%	E: -5%	F: -14%	G: -13%	H: -4%	I: 27%

25	COc1ccc(OC)c(Cc2nnc(CCC(=O)NC(C3CC3)C3CC3)o2)c1
  A: 0%	B: -2%	C: -6%	D: 1%	E: 18%	F: -11%	G: -3%	H: -1%	I: 24%

Of the compounds above, these have four or more nitrogen atoms.
Codes: A = POLI inh; B = POLK inh; C = Pol eta inh; D = APE1 inh; E = G9a block; F = Anesthetic bind; G = BAZ2B inh; H = BLM inh; I = POLB inh
2	COc1ccc(C2OC34CCCCC3C(C#N)(C#N)C2(C#N)C(=N)O4)cc1 (centres undefined)
  A: 5%	B: -16%	C: ?	D: 2%	E: 50µM*	F: 246%[activator]	G: -34%	H: -3%	I: -5%

3	CCCCNC(=O)C1CCC(CNS(=O)(=O)c2cccc3nsnc23)CC1 (centres undefined)
  A: 36%[activator]	B: 13%	C: -2%	D: 66%[activator]	E: 2%	F: -1%	G: -32%	H: -1%	I: 11%

5	Cn1c(=O)c2c(nc(NCc3ccco3)n2Cc2ccc(Cl)cc2Cl)n(C)c1=O
  A: -17%	B: -15%	C: ?	D: 5%	E: ?	F: -12%	G: ?	H: -11%	I: ?

10	O=C(CSc1ccc2nnc(-c3ccc(Cl)cc3)n2n1)N1CCCC1
  A: -12%	B: 0%	C: -4%	D: 5%	E: 35µM*	F: 0%	G: 10%	H: 3%	I: 1%

14	Cn1c(SCC(=O)Nc2nc3ccccc3s2)ncc(C(=O)Nc2ccc(Cl)cc2)c1=O
  A: 24%	B: -8%[60.1 µM]	C: -14%	D: /	E: -5%[59 µM]	F: -10%	G: -4%	H: -1%	I: 4%

21	O=C(CCCCCNc1nc(=S)[nH]c2ccccc12)NCCc1c[nH]c2ccccc12
  A: -16%	B: -6%	C: -16%	D: -3%	E: -2%	F: -9%	G: ?	H: -14%	I: 23%

Not all compounds are listed. The share of hits here may be higher or lower than overall.
